NRP1-CendR mod = modulators of CendR peptide binding to NRP-1, primary screen, biochemical, fluorescence polarization, uHTS; Neuropilin-1 (Homo sapiens), O14786; FAM-RPARPAR peptide binding to NRP-1; inhibition, % at 25 µM; 360,000 compounds, 0.85% hits;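 active means inhibition or corrected inhibition above about 18%, plus a signal ratio from 0.5 to 1.5, limit read from the data, passing the limit was not always enough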; further: strong numbers were not always called active
MT1-MMP act inh = blockers of MT1-MMP proenzyme processing, primary screen, HT1080 RFP-PRO-GFP cells, GFP/RFP fluorescence. GFP/RFP ratio change, % at 20 µM. AID 651647, 2012. Matrix metalloproteinase-14 (Homo sapiens), P50281. 360,000 compounds, 0.061% hits. GFP/RFP ratio fluorescence, overnight; percent of plate control window, DMSO zero;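 active means GFP/RFP ratio change of at least 30% with cell ATP level not reduced by more than half and red fluorescence within 50% of control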; further: strong numbers were not always called active
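Read-out: GFP/RFP fluorescence ratio; Test system: RFP-PRO-GFP reporter HT1080 cells; Compound dosing: single-point 20 µM compound, 1% DMSO; Times: overnight compound exposure at 37 °C.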
FAS TE block = FAS thioesterase domain inhibitors, primary screen, biochemical, fluorescence intensity, uHTS; Fatty acid synthase (Homo sapiens), P49327; recombinant FAS-TE, OMFH fluorogenic substrate, fluorescence endpoint; inhibition, % at 15 µM; 360,000 compounds, 0.67% hits; AID 602261, 2012;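 active means compounds whose normalised, plate-corrected inhibition of enzyme fluorescence in the single-dose primary screen is 50% or more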;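 further: 0% = DMSO with enzyme and 100% = substrate without enzyme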
MsrA act = bovine MsrA enzyme activators, primary screen, biochemical, absorbance, HTS | 360,000 compounds, 0.3% hits | AID 602163, 2012 | purified bovine MsrA, absorbance read-out | activation, % at 10.6 µM; in the data active means activation above about 7.5%;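 further: 0% = vehicle and 100% = reference activator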
eLon inh = inhibitors of E. coli Lon protease, primary screen, biochemical, fluorescence polarization. P0A9M0. purified E. coli Lon protease. inhibition, % at 7.94 µM. 360,000 compounds, 0.42% hits. AID 602123, 2011; in the data active means inhibition above about 13%, passing the limit was not always enough;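 further: 0% = enzyme with probe and DMSO and 100% = no enzyme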
SKN-1 block = suppressors of acrylamide-induced Pgst-4::GFP reporter in worms, primary screen, SKN-1 inhibitor project, whole organism, uHTS, GFP/RFP fluorescence ratio, strain VP596; C. elegans VP596 Pgst-4::GFP/RFP ratio, 24 h; inhibition, % at 21.8 µM; 360,000 compounds, 0.49% hits; AID 624304, 2012;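 active means interference check ratio from 0.5 to 1.5 plus GFP to RFP signal ratio inhibition reaching or exceeding a fixed threshold, cut at about 30% in these data, passing the limit was not always enough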; further: some compounds called inactive have numbers as strong as hits
Rin1 Abl inh = inhibitors of Rin1-Abl protein binding, primary screen, biochemical, TR-FRET; Tyrosine-protein kinase ABL1 (Homo sapiens) + Ras and Rab interactor 1 (Homo sapiens), …; inhibition, % at 7.35 µM; 360,000 compounds, 0.4% hits; AID 588664, 2011; in the data active means inhibition above about 5%, passing the limit was not always enough
PABP1 MLLE inh = inhibitors of PABP1 MLLE–PAM2 peptide binding, primary screen, biochemical, fluorescence polarization, FITC-PAM2, GST-MLLE; AID 588489, 2011; 360,000 compounds, 0.36% hits; inhibition, % at 20 µM; Polyadenylate-binding protein 1 (Homo sapiens), P11940; in the data active means inhibition above about 35%, passing the limit was not always enough;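 further: plate controls were DMSO wells with GST-MLLE for no effect and wells lacking GST-MLLE protein for full effect; some results filed as inactive read as strong as hits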
Neddyl block = inhibitors of cullin neddylation, primary screen, biochemical, TR-FRET, uHTS, NAE and Ubc12. NEDD8-conjugating enzyme Ubc12 (Homo sapiens) + NEDD8-activating enzyme E1 regulatory …. calls only at 25 µM. 360,000 compounds, 0.58% hits; in the data active means inhibition above about 36%
Target sequence (P61081 whole entry, looked up): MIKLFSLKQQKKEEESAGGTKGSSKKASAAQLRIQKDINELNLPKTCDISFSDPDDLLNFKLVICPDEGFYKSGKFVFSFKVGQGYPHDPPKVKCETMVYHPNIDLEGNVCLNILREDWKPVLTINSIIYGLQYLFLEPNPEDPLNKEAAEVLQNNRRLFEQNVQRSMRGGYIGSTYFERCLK
Target sequence (Q13564 whole entry, looked up): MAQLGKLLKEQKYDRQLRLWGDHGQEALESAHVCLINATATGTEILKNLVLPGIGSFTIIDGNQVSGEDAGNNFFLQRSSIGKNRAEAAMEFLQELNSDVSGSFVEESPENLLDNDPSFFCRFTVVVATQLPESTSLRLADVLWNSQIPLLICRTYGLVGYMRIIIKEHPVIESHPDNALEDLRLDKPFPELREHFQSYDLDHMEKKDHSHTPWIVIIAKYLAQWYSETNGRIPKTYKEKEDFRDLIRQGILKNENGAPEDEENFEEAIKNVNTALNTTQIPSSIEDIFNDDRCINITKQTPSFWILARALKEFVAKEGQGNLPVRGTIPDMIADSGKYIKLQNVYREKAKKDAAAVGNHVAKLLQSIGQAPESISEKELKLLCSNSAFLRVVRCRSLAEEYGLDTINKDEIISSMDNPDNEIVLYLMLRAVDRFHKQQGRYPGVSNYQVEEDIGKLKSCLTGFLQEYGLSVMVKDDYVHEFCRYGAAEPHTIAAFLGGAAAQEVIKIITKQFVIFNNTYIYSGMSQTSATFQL
Starred values were filed as active, the others as inactive; i = inactive; / = not tested or not shown; + = active, no number. Hits appear at their usual frequency; any-hit rate near 4%.

SMILES	NRP1-CendR mod	MT1-MMP act inh	FAS TE block	MsrA act	eLon inh	SKN-1 block	Rin1 Abl inh	PABP1 MLLE inh	Neddyl block
Cc1ccc(CSCC(=O)NCc2cccnc2)cc1	1	0	-11	-7	-5	-8	0	8	i
Cc1ccc(C)c(-c2cc(C(=O)Nc3nccs3)c3ccccc3n2)c1	1	-4	17	-3	-13	13	-5	-17	i
COc1ccc(S(=O)(=O)N2CCC(C(=O)N3CCCCC3)CC2)cc1Cl	-4	1	-2	-2	-7	7	-1	-4	i
COc1ccc2nc(SCC(=O)O)nc(C)c2c1	-9	18	3	-4	1	7	-8	-3	i
COc1ccccc1CNC(=O)c1ccc(NC(=O)CC2SC(N3CCCC3)=NC2=O)cc1 (centres undefined)	4	-3	-6	-2	16	11	5	-5	i
O=C(Nc1cscc1S(=O)(=O)c1ccc(Cl)cc1)c1ccccc1Cl	9	1	27	-5	4	7	-1	-1	i
O=c1cc(CCc2ccccc2)oc2cccc(O)c12	-12	-4	12	-12	-5	9	-2	3	i
O=C(C/C=N\OCc1ccc([N+](=O)[O-])cc1)Nc1ccc(Br)cc1	11	3	55*	-4	17*	8	2	10	i
C=CCn1c(C)cc(C(=O)COC(=O)C2CC(=O)N(CCc3ccc(OC)c(OC)c3)C2)c1C (centres undefined)	-3	1	-2	-2	-3	-1	2	-2	i
CCOC(=O)[C@@H]1[C@H]2COc3ccc(Br)cc3[C@H]2N2C(=O)N(c3ccc(Cl)cc3)C(=O)[C@]12C	-6	0	37	-1	-10	-7	1	6	i
Cc1nc2ccc(NC(=O)N(C(C)C)C(C)C)cc2s1	-9	2	11	-4	-2	9	-4	1	i
CN1C(=O)C(=O)N(CC(=O)Nc2ccccc2OC(F)F)C1=O	14	-2	-7	-4	6	5	-3	-3	i
CCCCCCCCCS(=O)(=O)N/N=C/c1cccc([N+](=O)[O-])c1	-4	3	47	4	4	-3	3	-10	i
CCCCC(=O)OCc1c(-c2ccccc2)ncc2ccccc12	-25	1	29	-3	-9	11	0	-2	i
CC(NS(=O)(=O)c1ccc(OCC(=O)Nc2cccc([N+](=O)[O-])c2)cc1)c1ccccc1 (centres undefined)	-6	2	18	-2	-9	12	-1	8	i
C#CCNC(=O)C1=C[C@H](c2ccc3c(c2)OCO3)C[C@H](OCc2ccc(CO)cc2)O1	15	-5	-6	-3	2	10	0	-5	i
S=C(NCC1(c2ccccc2)CCCC1)Nc1ccccc1	6	-11	9	0	-12	-7	0	-25	i
CCC(Sc1nc2n[nH]c(C)c2c(=N)n1-c1ccc(C)c(Cl)c1)C(=O)N1CCOCC1 (centres undefined)	-1	-9	5	-3	-9	-9	3	2	i
Cc1cc(C)nc(/N=C(/NC(=O)Nc2ccc(Cl)c(Cl)c2)Nc2cccc(Cl)c2)n1	-6	11	30	-4	-5	9	-1	2	i
COc1ccccc1C(=O)NC(=O)COC(=O)c1ccc(C)o1	19	-2	-6	2	-13	8	-1	-2	i
CC(=O)Nc1ccc(N2CCN(c3ccc(C(F)(F)F)cn3)CC2)nc1	-4	7	-8	-2	-5	-5	4	-8	i
CCN(CC)C(=O)c1cccc(-c2csc(C(O)c3ccco3)n2)c1 (centres undefined)	-20	-7	-6	-8	-2	-5	-1	0	i
CC(=O)c1ccc(NC(=O)C(C)OC(=O)c2ccc(NS(=O)(=O)c3ccc4[nH]c(=O)[nH]c4c3)cc2)cc1 (centres undefined)	6	-9	0	-7	-12	-5	-2	6	i
Cc1cc(C)nc(SCc2cn3ccccc3n2)n1	-5	3	-7	-5	-2	2	-2	-19	i
COCCCn1c(SCC(=O)NCc2ccccc2)nc2ccccc2c1=O	-6	2	-1	-3	-2	-5	0	5	i

Other results
SMILES	NRP1-CendR mod	MT1-MMP act inh	FAS TE block	MsrA act	eLon inh	SKN-1 block	Rin1 Abl inh	PABP1 MLLE inh	Neddyl block
Cc1sc(NC(=O)Cn2c(=O)oc3ccccc32)nc1-c1ccc(Cl)cc1	-3	0	0	-2	-5	10	-2	-15	i
COc1ccccc1C(=O)NC(CCSC)C(=O)OC(C)C(=O)NC1CC1 (centres undefined)	1	0	-8	-4	-6	18	-1	-6	i
COc1cc(NC(=O)Cc2ccccc2)ccc1NC(=O)c1ccco1	10	4	0	-3	-9	-20	4	-1	i
CCOC(=O)CSC(=S)NC(=O)c1ccc(OC)cc1	6	/	-2	-9	4	-15	2	17	i
COc1ccc(-c2cc(Cl)cc3c(=O)c4ccccc4n(C)c23)cc1F	-14	-5	15	-3	3	0	3	9	i
CCOP(=O)(OCC)c1nc(-c2ccccc2)oc1N1CCCCC1	14	-1	-1	-1	2	3	-1	14	/
O=C(CN1C(=O)NC2(CCCCCCC2)C1=O)Nc1ccc(Cl)cc1	-5	-3	6	-2	-4	4	3	7	i
Clc1cc(Br)ccc1OCCCNCc1ccccc1	-3	-4	5	-1	2	1	-3	3	i
COCC(=O)Nc1c(C(=O)Nc2ccc3c(c2)OCCO3)oc2ccccc12	3	3	15	-10	18	-16	4	16	i
O=C(Cc1cccs1)Nc1ccccc1	-18	2	-7	-4	-8	14	0	-3	i
Nc1nc(CSc2nc3ccccc3[nH]2)nc(N2CCOCC2)n1	7	1	-4	0	-7	5	1	4	i
COc1cc(C(=O)Nc2ccc(C(=O)O)cc2)ccc1OC(C)=O	-4	1	-7	-4	-4	-3	3	8	i
O=C(Nc1cccc(F)c1)Nc1ccc2c(c1)CCC2	-8	2	4	-1	-3	2	-3	-6	i
COC(=O)COc1ccc(S(=O)(=O)Nc2ccc(NC(C)=O)cc2)cc1C	2	6	-6	-3	-7	0	-2	-5	i
C/C(=N/NC(N)=S)c1ccc(Br)s1	0	1	-8	-6	-2	12	4	13	i
COc1ccc(-c2cc3ccccc3oc2=O)cc1NC(=O)c1cccnc1	3	9	-1	-12	4	-2	-1	10	i
O=C(NCCN1CCN(Cc2ccccc2)CC1)Nc1cc(Cl)cc(Cl)c1	-13	1	9	-3	-1	11	-1	10	i
COC(CNC(=O)C1CCCCC1C(=O)O)OC (centres undefined)	7	8	-9	-2	-1	15	1	-8	i
Cc1cc(-n2c(C)cc(C(=O)COc3ccccc3[N+](=O)[O-])c2C)no1	-5	1	20	-6	6	1	4	-2	i
COc1ccc(NC(=O)N(C)C[C@H]2Oc3ccc(NC(=O)CCN4CCOCC4)cc3C(=O)N([C@@H](C)CO)C[C@H]2C)cc1	13	-1	-6	0	-4	12	0	5	i
CCn1c(=O)c2cc(C(=O)N(C)c3ccc(OC)cc3OC)sc2c2ccccc21	8	-4	22	-10	-1	-5	-1	0	i
Cc1cccc(C)c1NC(=O)C(c1ccccc1)N1CCN(C)CC1 (centres undefined)	12	-2	/	/	/	-2	/	/	i
CCOC(=O)c1ccc(NC(=O)c2nc[nH]c2C(=O)N[C@H](C)c2ccccc2)cc1	13	-3	16	-9	-15	-4	2	8	i
CCCCN(CC)S(=O)(=O)c1c(C)[nH]c(=O)[nH]c1=O	2	12	-7	-2	2	5	1	-1	i
COc1ccc2cc(C(=O)C3CCCN(C(=O)Cc4c(C)noc4C)C3)ccc2c1 (centres undefined)	-4	2	2	-4	-1	6	-1	1	/

Next part.
SMILES	NRP1-CendR mod	MT1-MMP act inh	FAS TE block	MsrA act	eLon inh	SKN-1 block	Rin1 Abl inh	PABP1 MLLE inh	Neddyl block
O=c1c2ccccc2ncn1CCCCOc1ccc(Br)cc1	5	0	22	-2	1	21	1	-1	i
CC(=O)Nc1nc(=O)c2ccccc2s1	4	22	-8	5	-4	8	1	28	i
Cc1cc(=O)n(CC(C)C)c(O)c1C#N	-15	-2	-4	-8	-7	16	-3	-1	i
COc1ccc(C(=O)Nc2cccc(S(=O)(=O)N3CCCC3)c2)cc1S(=O)(=O)N1CCOCC1	12	11	4	-2	-4	7	2	-4	i
Fc1cccc(Cc2c(-c3cccc(Cl)c3)nc3c4ccccc4ccn23)c1	-14	-4	27	-6	-13	0	4	-12	i
O=[N+]([O-])c1ncccc1Oc1nc(-c2cccnc2)nc2ccccc12	5	-2	-2	-5	-4	13	1	-17	i
CN(Cc1ccccc1)S(=O)(=O)CCNC(=O)c1ccc2c(c1)OCO2	-6	4	0	-2	-7	3	0	7	i
COc1ccc(CSc2nc(CSC)cc(N3CCOCC3)n2)cc1	-24	1	16	-1	-4	15	6	0	i
CCCCCn1c(=S)[nH]c2cc(C(=O)N3CCN(C(=O)OCC)CC3)ccc2c1=O	0	4	5	-4	4	9	4	-69	i
NC(=O)CSc1nnc(-c2ccco2)n1-c1ccc(F)cc1	-20	0	-4	-5	5	2	-5	2	i
Cc1ccc2c(c1)C(=O)C(=O)N2CC(=O)Nc1ccccc1NC(=O)c1ccccn1	-9	-1	-2	-3	0	6	-3	1	i
Cn1c(SCc2nn[nH]n2)nc2c1c(=O)n(Cc1ccccc1Cl)c(=O)n2C	-15	0	-6	-1	-2	-8	-1	-121	i
COc1ccc(CNC(=O)CCCn2nc([N+](=O)[O-])cc2C)cc1	1	1	8	-5	1	-16	-2	1	i
Brc1ccc(-c2csc(N/N=C/c3cccnc3)n2)cc1	-4	-5	6	0	-2	15	-2	-9	i
COc1cccc(Oc2nnnn2-c2ccccc2)c1	0	5	-2	-3	-2	-9	-1	7	i
Nc1nc(C23CC4CC(CC(C4)C2)C3)[nH]c(=O)n1	17	3	-4	-2	6	-6	0	6	i
CCN(c1ccccc1)S(=O)(=O)c1cc(C(=O)NCc2ccco2)ccc1C	0	4	11	-1	-25	14	3	9	i
O=C(NCc1ccc(F)cc1)c1cc(C2CCCCN2C(=O)OCCF)on1 (centres undefined)	-4	-1	1	2	3	16	5	2	i
O=[n+]1c2c(n([O-])c3cc(Cl)ccc31)CCCC2	8	1	-4	-1	-5	14	-2	14	i
CC(O)CSc1nc2c(c(=O)[nH]c(=O)n2C)n1CC(O)COc1ccccc1 (centres undefined)	8	0	-6	-3	-5	-2	0	25	i
Cc1ccc2[nH]c(C)c(/C=N/Nc3nc4ccccc4s3)c2c1	-11	-18	34	-5	-7	13	-1	-15	i
Cc1cccc(C)c1OCc1cc(C(=O)NC2CCC(O)CC2)no1 (centres undefined)	-4	1	-2	-6	6	-12	-1	1	i
O=C(N/N=C/c1ccc[nH]1)c1ccc(COc2cccc3cccnc23)cc1	-14	-30	11	-11	-9	3	-1	3	+
OC1CCC(Nc2ccn3nc(-c4cccc(OCc5ccccc5)c4)cc3n2)CC1 (centres undefined)	-7	3	15	-5	0	14	2	-5	/

Screens from PubChem.
